From PubChem BioAssay
RAD52 anneal inh = inhibitors of human RAD52 DNA annealing; P43351; recombinant RAD52 DNA annealing, FRET fluorescence; inhibition, % at 18.7 µM; actives 0.46% (n = 360,000);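 active = every replicate showing at least 50% inhibition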
Target sequence (P43351 whole entry, looked up): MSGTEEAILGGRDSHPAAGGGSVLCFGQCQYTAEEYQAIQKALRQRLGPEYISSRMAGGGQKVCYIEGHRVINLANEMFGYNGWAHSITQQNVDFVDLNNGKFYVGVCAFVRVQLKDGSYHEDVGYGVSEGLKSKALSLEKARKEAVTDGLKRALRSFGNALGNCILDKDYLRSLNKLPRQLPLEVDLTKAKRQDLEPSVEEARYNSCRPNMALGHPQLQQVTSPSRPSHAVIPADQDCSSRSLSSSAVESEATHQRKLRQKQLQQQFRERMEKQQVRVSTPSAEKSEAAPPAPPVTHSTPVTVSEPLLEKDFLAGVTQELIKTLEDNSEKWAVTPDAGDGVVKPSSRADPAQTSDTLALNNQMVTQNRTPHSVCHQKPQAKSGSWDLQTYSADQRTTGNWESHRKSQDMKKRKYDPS
E-selectin induc = E-selectin induction on HUVECs; P16581; HUVEC E-selectin immunofluorescence imaging; normalized: neutral wells 0, TNF-alpha wells 100; activation, % at 7.58 µM; actives 0.37% (n = 260,000);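 active = mean E-selectin-positive cell signal at least 10% of the positive control, reached in at least 60% of replicates, without over 20% cell loss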;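 note: in these data hits start at about 27%; measured in HUVEC primary endothelial cells; signal is the percent of cells scored E-selectin positive by PE staining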
Target sequence (P16581 whole entry, looked up): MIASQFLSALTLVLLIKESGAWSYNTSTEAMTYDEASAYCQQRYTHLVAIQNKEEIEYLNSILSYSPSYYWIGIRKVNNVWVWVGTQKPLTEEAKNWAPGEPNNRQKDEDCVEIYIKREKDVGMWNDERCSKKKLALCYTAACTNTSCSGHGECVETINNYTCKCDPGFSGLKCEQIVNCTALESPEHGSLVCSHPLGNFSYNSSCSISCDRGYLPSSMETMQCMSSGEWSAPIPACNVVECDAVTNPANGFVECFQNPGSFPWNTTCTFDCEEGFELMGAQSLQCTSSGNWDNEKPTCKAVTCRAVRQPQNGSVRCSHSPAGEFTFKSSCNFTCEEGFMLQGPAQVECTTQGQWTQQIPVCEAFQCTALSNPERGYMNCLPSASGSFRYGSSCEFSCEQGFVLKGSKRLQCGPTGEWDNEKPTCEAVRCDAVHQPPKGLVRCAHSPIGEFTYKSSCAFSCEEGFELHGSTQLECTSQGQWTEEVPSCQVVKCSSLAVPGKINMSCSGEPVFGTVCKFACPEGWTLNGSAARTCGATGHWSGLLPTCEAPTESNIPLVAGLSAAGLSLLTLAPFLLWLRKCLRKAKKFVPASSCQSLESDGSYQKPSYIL
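Material: HUVEC primary endothelial cells; Amount: 3,000 cells per well; Dosing: single concentration; Medium: EGM-2 growth medium on 0.1% gelatin-coated wells; Read-out basis: percent E-selectin-positive cells; Signal: immunofluorescence imaging; Control set: TNF-alpha, DMSO.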
RAD54 inh = RAD54 (human) branch migration inhibition; Q92698; inhibition, % at 10.4 µM; RAD54 Holliday junction branch migration, FAM/BHQ fluorescence; AID 602329; actives 0.14% (n = 360,000);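 active = mean normalized replicate activity at least 40 and at least half of replicates scoring 40 or more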;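 note: 0% = median of neutral control wells and 100% = median of positive control wells; inhibitors cause a drop in the FAM fluorescence signal; in these data hits start at about 50%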
esBAF inh = blocks esBAF chromatin remodeling in mouse ES cells. reporter increase, % at 12.5 µM. Bmi1-luciferase knock-in reporter, 24 h; 100% = twice the neutral-well signal. AID 602393. actives 2% (n = 350,000); in the data active = activation above about 40%;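 note: 0% = median of the plate's neutral control wells and 100% = double that signal; a rise in the Bmi1 reporter signal indicates esBAF inhibition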
Xi reactivation = reactivates the inactive X chromosome in mouse fibroblasts. activation, % at 7.58 µM. AID 743238. actives 0.055% (n = 360,000). XiGFP mouse fibroblasts, % GFP-positive cells imaging, 3 d; cells co-treated with 5-aza-dC sensitizer; scaled so ellipticine positive control = 100%;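 active = mean normalized replicate activation at least 10% and every replicate at or above 10%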;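 note: 0% = median of on-plate neutral control wells and 100% = ellipticine 6 µM median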
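Material: XiGFP fibroblasts, SV40-immortalized. Buffer or medium: DMEM plus 5-aza-dC sensitizer. Compound: single concentration per compound, delivered by pin transfer. Times: 3 days compound exposure. Controls: ellipticine 6 µM.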
S100A4 inh HTS = blocks human S100A4 binding to myosin IIA peptide; P26447; S100A4/TAMRA-MyoIIA peptide fluorescence polarization; inhibition, % at 10.7 µM; actives 0.14% (n = 360,000);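 active = mean inhibition of at least 70% across replicates, with every replicate also reaching that level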
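System – human S100A4 monomer protein, biochemical binding assay · Buffer or medium – Calcium-containing HEPES buffer, pH 7.2 · Timing – 5 min between mix addition and reading · Also added – TAMRA-labelled myosin IIA heavy-chain peptide probe, 5 nM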
EWS-Fli block = EWS/Fli transcriptional activity inhibition; AID 651661; inhibition, % at 12.6 µM; actives 0.67% (n = 350,000); A673 NR0B1-luciferase reporter, viability-normalised;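 active = mean inhibition of at least 50% after viability correction, with every replicate also passing that limit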;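 note: firefly luciferase signal divided by Alamar Blue viability fluorescence both relative to DMSO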
FN deposition inh = fibronectin deposition inhibition | AH1F fibroblasts, Alexa488-fibronectin deposition fluorescence, overnight | inhibition, % at 12.6 µM | actives 0.086% (n = 350,000) | AID 743247;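 active = mean inhibition across replicates of 30% or more, regardless of how many single replicates reach that level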;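 note: positive control wells lacked labelled fibronectin entirely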
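Measured by – fluorescence 485/525 nm · System – AH1F fibroblast monolayer, labelled fibronectin deposition · Amount – 10000 cells per well · Buffer or medium – serum-reduced DMEM (2% serum) · Doses – single dose, pinned · Also added – fluorescent fibronectin at 24 nM final · Schedule – 1 h cell attachment, overnight exposure to compound and label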
An asterisk follows results filed as active; & = joins results of further samples.

For CC1CCCN(CCCNC(=O)c2cc3c(s2)-c2ccccc2OC3)C1 (stereo not given) the results were RAD52 anneal inh 24, RAD54 inh 23, esBAF inh -6, Xi reactivation 0.2, S100A4 inh HTS 6 and FN deposition inh 9.
C[C@@H]1CN([C@H](C)CO)C(=O)Cc2cc(NC(=O)Nc3ccc4c(c3)OCO4)ccc2O[C@@H]1CN(C)S(=O)(=O)c1ccccc1 was read as RAD52 anneal inh -2, E-selectin induc -0.1, esBAF inh -1, Xi reactivation -0.6, S100A4 inh HTS -1, EWS-Fli block -5 and FN deposition inh 7.
CCOc1ccc(NS(=O)(=O)c2cc(NC(=O)CCC(=O)c3cccs3)ccc2Cl)cc1 was read as RAD52 anneal inh -15, Xi reactivation 0.1, S100A4 inh HTS -30, EWS-Fli block 6 and FN deposition inh -3.
Screening CCCN1C[C@@H](C)[C@@H](OC)CN(C)C(=O)c2ccc(NS(=O)(=O)c3cn(C)cn3)cc2OC[C@H]1C returned RAD52 anneal inh -7, E-selectin induc 0.3, RAD54 inh -5, esBAF inh 3, Xi reactivation 0.2, S100A4 inh HTS 6, EWS-Fli block 0 and FN deposition inh -1.
Screening N#CCC(=O)NNC(=S)Nc1ccccc1C(F)(F)F returned RAD52 anneal inh -9, Xi reactivation -1.0, S100A4 inh HTS -1 and EWS-Fli block 7.
Screening O=C(Nc1ccc(F)cc1)Nc1nnc(-c2ccccc2)o1 returned RAD52 anneal inh -11, RAD54 inh 2, esBAF inh -12, Xi reactivation 0.2, S100A4 inh HTS 3 and EWS-Fli block -2.
O=C(NCc1ccc(F)cc1)c1ccc(CS(=O)(=O)c2ccc(Br)cc2)o1 was read as RAD52 anneal inh -9, E-selectin induc 2.7, RAD54 inh -18, Xi reactivation 0.0, S100A4 inh HTS -7, EWS-Fli block 4 and FN deposition inh -6.
Screening O=S(=O)(Nc1ncnc2sc3c(c12)CCC3)c1cc(F)ccc1F returned RAD52 anneal inh -10, RAD54 inh 3, esBAF inh -9, Xi reactivation 0.2, S100A4 inh HTS -5, EWS-Fli block 4 and FN deposition inh -1.
Cc1cc([N+](=O)[O-])nn1CCCC(=O)Nc1sc2c(c1C(N)=O)CCCC2 was read as E-selectin induc 0.0, RAD54 inh -1, Xi reactivation 2.5, EWS-Fli block -6 and FN deposition inh 0.
`CC(=O)NC1(C(F)(F)F)C(=O)Nc2c1c(=O)[nH]c(=O)n2CCc1ccccc1` (stereo not given) gave RAD52 anneal inh -20, E-selectin induc -0.2, Xi reactivation -0.1, S100A4 inh HTS 0, EWS-Fli block 3 and FN deposition inh 1.

Reprinted from the part before: 3 entries, followed by the next part.
Screening O=S(=O)(Nc1ncnc2sc3c(c12)CCC3)c1cc(F)ccc1F returned RAD52 anneal inh -10, RAD54 inh 3, esBAF inh -9, Xi reactivation 0.2, S100A4 inh HTS -5, EWS-Fli block 4 and FN deposition inh -1.
Cc1cc([N+](=O)[O-])nn1CCCC(=O)Nc1sc2c(c1C(N)=O)CCCC2 was read as E-selectin induc 0.0, RAD54 inh -1, Xi reactivation 2.5, EWS-Fli block -6 and FN deposition inh 0.
`CC(=O)NC1(C(F)(F)F)C(=O)Nc2c1c(=O)[nH]c(=O)n2CCc1ccccc1` (stereo not given) gave RAD52 anneal inh -20, E-selectin induc -0.2, Xi reactivation -0.1, S100A4 inh HTS 0, EWS-Fli block 3 and FN deposition inh 1.
For O=C(CN1C(=O)/C(=C/c2ccccc2)SC1=S)N1CCN(CCc2ccccn2)CC1 the results were RAD52 anneal inh -18, RAD54 inh 6, esBAF inh 6, Xi reactivation 0.1, S100A4 inh HTS -1, EWS-Fli block -3 and FN deposition inh -6.
`Nc1cc(C(F)(F)F)ccc1OCC1CCCO1` (stereo not given) gave RAD52 anneal inh -5, RAD54 inh 3, esBAF inh 40, Xi reactivation -0.1, S100A4 inh HTS 4, EWS-Fli block -48 and FN deposition inh -4.
CCCC(=O)Nc1ccc2c(c1)C(=O)N(C)[C@@H]1CC[C@@H](CC(=O)N3CCCCC3)O[C@@H]1CO2 was read as RAD52 anneal inh -7, E-selectin induc 0.0, RAD54 inh -1, esBAF inh -1, Xi reactivation 0.0, S100A4 inh HTS 2, EWS-Fli block -1 and FN deposition inh -10.
O=C(Nc1c2c(nn1-c1ccc([N+](=O)[O-])cc1)CS(=O)(=O)C2)c1ccco1 was read as RAD52 anneal inh -3, RAD54 inh 14, esBAF inh -3, Xi reactivation 0.0, S100A4 inh HTS 2, EWS-Fli block 6 and FN deposition inh 8.
For O=C(/C=C/c1ccc(O)c(O)c1)O[C@@H]1C[C@](O)(C(=O)O)C[C@@H](O)[C@H]1O the results were RAD52 anneal inh -4&-5, E-selectin induc -0.1&0.0, RAD54 inh -7&-4, esBAF inh 2&6, Xi reactivation 0.0&0.2, S100A4 inh HTS 0&-4, EWS-Fli block -3&-8 and FN deposition inh -1&1.
`O=C(O)C[C@@H]1C[C@@H]2c3cc(NC(=O)NC4CCCC4)ccc3O[C@@H]2[C@H](CO)O1` gave RAD52 anneal inh -10, E-selectin induc -0.1, RAD54 inh -7, esBAF inh 1, Xi reactivation 0.1, S100A4 inh HTS -10, EWS-Fli block -3 and FN deposition inh -8.
For COCCc1ccc(OC2(C)CCN(Cc3cccc(OCOC)c3)C2)cc1 (stereo not given) the results were RAD52 anneal inh -13, E-selectin induc -0.1, RAD54 inh -4, esBAF inh -8, Xi reactivation -0.1, S100A4 inh HTS -2, EWS-Fli block 1 and FN deposition inh 2.
Screening COc1ccc(S(=O)(=O)Nc2cccc3c2O[C@@H](CN(C)C(=O)NC(C)C)[C@H](C)CN([C@@H](C)CO)C3=O)cc1 returned RAD52 anneal inh -3, RAD54 inh 5, esBAF inh -7, Xi reactivation 0.2, S100A4 inh HTS 0 and EWS-Fli block -2.
CC(C)(C)c1ccc(NC(=O)COC(=O)CCc2nc3ccccc3c(=O)[nH]2)cc1 was read as RAD52 anneal inh -30, E-selectin induc 0.1, Xi reactivation 0.0, S100A4 inh HTS -5, EWS-Fli block -23 and FN deposition inh 4.
For O=C(C=Cc1cccs1)c1ccc(Cl)s1 the results were RAD52 anneal inh -6, E-selectin induc 4.2, RAD54 inh -2, esBAF inh 8, Xi reactivation 0.0, S100A4 inh HTS -6, EWS-Fli block -22 and FN deposition inh 0.
`Cc1nc2c3ccccc3nc(NNC(=O)CCC(=O)NCCC(C)C)n2n1` gave RAD52 anneal inh 8, Xi reactivation 0.0, S100A4 inh HTS -3, EWS-Fli block 6 and FN deposition inh -3.
For CN1CCN(NC(=O)c2cn(-c3ccccc3)nc2-c2cccs2)CC1 the results were RAD52 anneal inh -13, esBAF inh 2, Xi reactivation 0.0, S100A4 inh HTS -5, EWS-Fli block -5 and FN deposition inh 0.
COC(=O)c1nnn(-c2nonc2N)c1COc1ccc(C=O)cc1OC was read as RAD52 anneal inh -15, E-selectin induc 0.2, RAD54 inh -7, esBAF inh -4, Xi reactivation -0.4, S100A4 inh HTS -7, EWS-Fli block 28 and FN deposition inh 6.
`COc1cc(NC(=O)C2CCCN2S(=O)(=O)c2ccc3c(c2)CC(C)N3C(C)=O)cc(OC)c1` (stereo not given) gave RAD52 anneal inh -16, E-selectin induc 0.1, RAD54 inh -10, esBAF inh -4, Xi reactivation 0.0, S100A4 inh HTS -2, EWS-Fli block -3 and FN deposition inh 3.
CC(C)(C)CC(C)(C)n1nnnc1N was read as RAD52 anneal inh 8, E-selectin induc -3.3, esBAF inh -7, Xi reactivation 0.0, S100A4 inh HTS -4, EWS-Fli block 2 and FN deposition inh 5.
Screening CCN1CCN(C(=O)CCN2C(=O)c3ccccc3S2(=O)=O)CC1 returned RAD52 anneal inh 2, RAD54 inh -16, esBAF inh -7, Xi reactivation -0.1, S100A4 inh HTS 2, EWS-Fli block 5 and FN deposition inh 2.
`O=C(O)C1=C[C@H](C2CC2)C[C@H](OCc2ccc(CO)cc2)O1` gave RAD52 anneal inh 5&7, E-selectin induc 0.5, RAD54 inh 6, esBAF inh -5, Xi reactivation -0.1, S100A4 inh HTS 2&-50, EWS-Fli block -1&2 and FN deposition inh -1.
`CON(C)c1nc(OCC#N)nc(N(C)C)n1` gave RAD52 anneal inh 2, Xi reactivation 0.2, S100A4 inh HTS -4, EWS-Fli block 4 and FN deposition inh -1.
`O=C(C[C@H]1C[C@@H]2c3cc(NC(=O)NC4CCCC4)ccc3O[C@@H]2[C@H](CO)O1)NCc1ccc2c(c1)OCO2` gave RAD52 anneal inh 12, E-selectin induc 0.4, RAD54 inh -6, esBAF inh -6, Xi reactivation 0.1, S100A4 inh HTS 0 and EWS-Fli block -2.
`COc1ccc(C)cc1N(C(=O)c1ccco1)C(C(=O)NC1CCCC1)c1cc(OC)c(OC)c(OC)c1` (stereo not given) gave RAD52 anneal inh -13, RAD54 inh -3, esBAF inh -11, Xi reactivation 0.4, S100A4 inh HTS -1, EWS-Fli block 8 and FN deposition inh 1.
For CC(C)N1C(=O)CN(C2CCCCCC2)C(=O)C1c1ccccc1F (stereo not given) the results were RAD52 anneal inh -2, RAD54 inh -2, esBAF inh 33, S100A4 inh HTS -2 and EWS-Fli block -48.
`COc1ccc(CC(C)CC(=O)NCCc2ccc(OC)c(OC)c2)cc1` (stereo not given) gave RAD52 anneal inh 3, E-selectin induc 0.5, RAD54 inh -11, esBAF inh 2, Xi reactivation 0.1, S100A4 inh HTS 6, EWS-Fli block 7 and FN deposition inh 5.
Cc1ccnc2nc(C(=O)OCC(=O)N3CCc4ccccc43)nn12 was read as RAD52 anneal inh -13, Xi reactivation 0.1, S100A4 inh HTS -3, EWS-Fli block 3 and FN deposition inh 12.
Cc1cccn2c(=O)c3cc(C(=O)N4COCC4(C)C)sc3nc12 was read as RAD52 anneal inh -11, E-selectin induc 4.3, Xi reactivation -0.1, S100A4 inh HTS 1, EWS-Fli block -22 and FN deposition inh 10.
For Cc1ccc(NC(=O)N2CCCC2C(=O)NCC2CCCO2)cc1 (stereo not given) the results were RAD52 anneal inh -1, RAD54 inh 0, esBAF inh -1, Xi reactivation 0.0, S100A4 inh HTS 3, EWS-Fli block 13 and FN deposition inh 1.
`COc1ccc(OC)c(C(Nc2ccccc2)P(=O)(OC(C)C)OC(C)C)c1` (stereo not given) gave RAD52 anneal inh -9, E-selectin induc 0.3, RAD54 inh -9, esBAF inh -7, Xi reactivation -0.1, S100A4 inh HTS 0, EWS-Fli block -5 and FN deposition inh 3.
O=C(O)c1c(Cl)cccc1Cl was read as RAD52 anneal inh -11, RAD54 inh 6, esBAF inh 5, S100A4 inh HTS 0 and EWS-Fli block -6.
`CCOC(=O)C1CCN(Cc2c(F)cccc2Cl)CC1` gave RAD52 anneal inh 3, esBAF inh 2, S100A4 inh HTS 0 and EWS-Fli block 5.
`CCOc1ccc(CCNC(=O)c2oc3c(c2C)-c2[nH]ncc2CC3)cc1OCC` gave RAD52 anneal inh -17, E-selectin induc -0.3, RAD54 inh 2, esBAF inh -2, Xi reactivation 0.0, S100A4 inh HTS -4, EWS-Fli block -2 and FN deposition inh -3.
For COCCn1c(=O)[nH]c2cc(C(=O)Nc3cc(C)cc(C)c3)ccc2c1=O the results were RAD52 anneal inh 0, E-selectin induc -0.1, RAD54 inh 10, esBAF inh -6, Xi reactivation 0.2, S100A4 inh HTS -3, EWS-Fli block -2 and FN deposition inh 2.

Rows are unselected; overall some 3% were active at least once.
